Screening data from PubChem.
TRPC4 act = TRPC4 (mouse) channel activation. Q9QUQ5. HEK293 TRPC4beta/mu-opioid, Fluo4 calcium fluorescence; hits give high values. B-score at 10 µM. 0.49% of 310,000 active. AID 2237;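 active = B-score above 5 SD of library B-scores, and initial fluorescence ratio not above library mean plus 5 SD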;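 also: positive B-score marks a calcium rise read as TRPC4 activation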
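Material: TRPC4beta and mu-opioid receptor HEK293 stable cells | Incubation: 45 min room-temperature Fluo4 loading, 110 s read | Detection: Kinetic Fluo4 calcium fluorescence | Measure: Integrated baseline-normalised fluorescence ratio, converted to per-well B score | Benchmarks: Low control buffer alone, high control maximal DAMGO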
SKKanGAS inh = SKKanGAS growth inhibition; inhibition, % at 7.5 µM; 1.3% of 300,000 active; AID 1662; S. pyogenes SKKanGAS, kanamycin growth, BacTiter-Glo, 6 h;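 active = mean replicate score, as percent of positive control median, at least 50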;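 also: strain carries kanamycin resistance gene driven by streptokinase promoter and grows in 40 µg/ml kanamycin; loss of luminescence reflects streptokinase promoter inhibition or plain growth inhibition; 0% = median of DMSO wells and 100% = positive control at its reference dose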
TRPC6 inh = mouse TRPC6 channel inhibition. AID 2553. HEK293-TRPC6, membrane potential dye, ACh-evoked depolarization; hits give low values. 1.1% of 310,000 active. B-score at 10 µM;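 active = B-score under library mean minus 3 SD, initial fluorescence not abnormally high, positive integrated signal ratio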;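 also: B-score derived from integrated fluorescence ratio over the kinetic read; more negative B-score means stronger inhibition of depolarization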
MrgX1 agonist = human MrgX1 receptor agonism, primary screen. 0.44% of 310,000 active. Q96LB2. MrgX1-HEK293 cells, Fluo-4 calcium fluorescence, agonist mode; hits give high values. B-score at 10 µM;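 active = calcium response B-score plate-corrected fluorescence ratio at least 3 library SD, with starting fluorescence B-score inside 5 SD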
Target sequence (Q96LB2 whole entry, looked up): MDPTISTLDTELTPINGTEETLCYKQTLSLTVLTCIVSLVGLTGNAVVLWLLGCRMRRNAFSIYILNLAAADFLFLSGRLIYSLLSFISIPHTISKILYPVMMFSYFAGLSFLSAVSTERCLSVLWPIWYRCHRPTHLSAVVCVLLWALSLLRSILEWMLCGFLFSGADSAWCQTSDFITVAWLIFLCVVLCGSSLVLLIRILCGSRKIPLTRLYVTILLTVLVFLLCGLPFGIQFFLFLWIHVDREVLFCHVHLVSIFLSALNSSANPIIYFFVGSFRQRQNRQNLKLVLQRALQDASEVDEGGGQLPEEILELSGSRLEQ
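Assay system: stable human MrgX1 HEK293 cell line. Quantity: 15,000 cells per well. Schedule: cells plated overnight, dye loaded 0.5 h 37 °C, 0.5 h room temperature. Detection: Fluo-4 NW calcium-flux fluorescence, kinetic read. Read-out basis: peak-minus-minimum fluorescence over baseline, converted to B scores. Control set: positive and negative control wells on each plate.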
MrgX1 antagonist = blocks BAM8-22 activation of human MrgX1 receptor; B-score at 10 µM; Q96LB2; MRGX1-HEK293 calcium flux, Fluo-4, BAM8-22 antagonism; hits give low values; 1.3% of 310,000 active;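 active = calcium-response B-score plate-corrected more than 3 library SD below zero, starting fluorescence within 5 deviations, no agonist response on first addition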;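 also: peak minus trough fluorescence over baseline after final BAM8-22 challenge near maximal dose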
TRPC4 block = TRPC4 (mouse) channel inhibition; 0.39% of 300,000 active; AID 2247; Q9QUQ5; B-score at 10 µM; HEK293 TRPC4beta/mu-opioid, DAMGO-evoked Fluo4 calcium flux; hits give low values;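 active = B-score over 3 SD under the library average, no early fluorescence shift, positive overall ratio signal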
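Test system – stable TRPC4beta/mu-opioid receptor HEK293 cells · Probe or stimulus – DAMGO, a submaximal dose followed by a maximal one · Dosing – one concentration per compound · Signal – Fluo4 calcium fluorescence by kinetic imaging, 5 s 1 Hz baseline · Evaluation – per-well B score of integrated baseline-normalized Fluo4 ratio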
MrgX1 allo act = allosterically activates human MrgX1 receptor signaling; Q96LB2; MrgX1-HEK293, Fluo-4 calcium flux, FDSS; hits give high values; B-score at 10 µM; 0.63% of 310,000 active; AID 588675;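 active = plate-corrected calcium response at least 3 library SD above typical, normal starting fluorescence, not activating the receptor alone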;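 also: compound read alongside a low EC10 to EC30 dose of BAM8-22 agonist; peak minus trough fluorescence over baseline measured at the second addition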
ANO1 activ = activates or potentiates the mouse TMEM16A chloride channel; B-score at 10 µM; 0.3% of 340,000 active; HEK293 TMEM16A/YFP-H148Q/I152L, iodide quench fluorescence; hits give low values; AID 623877;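 active = fluorescence-ratio B-score plate-corrected deviation score at least 3 library SD below zero, with starting fluorescence score within 5 deviations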;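 also: channel opened by trigger with iodide after compound preincubation; score built on the fluorescence ratio of max minus min over baseline; more negative score means more quench and so TMEM16A activation or potentiation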
TRPC4 PAM = allosteric potentiators of mouse TRPC4 channel; Q9QUQ5; HEK293 TRPC4beta/mu-opioid, DAMGO EC20, Fluo-4 Ca2+ flux; hits give high values; B-score at 10 µM; 0.42% of 310,000 active; AID 2227;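 active = B-score of calcium response area above 5 SD of library B-scores, with initial fluorescence ratio within 5 SD of library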;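 also: B-score of integrated fluorescence ratio over time as area under calcium response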
TRPC6 activator = mouse TRPC6 channel activation; B-score at 10 µM; Q61143; HEK293-TRPC6 membrane potential dye fluorescence; hits give high values; 0.13% of 310,000 active;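 active = B-score of the integrated fluorescence ratio above library mean plus 3 SD, and starting fluorescence ratio within library mean plus 5 SD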;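 also: higher score means more depolarization so channel activation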
ANO1 block = mouse TMEM16A channel inhibition, primary screen; normalized B-score (activity score, 25-100; higher = stronger inhibition) at 10 µM; 1.2% of 310,000 active; HEK293 TMEM16A/YFP iodide influx fluorescence, ionomycin; Q8BHY3;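 active = ratio plate-corrected score three or more library SD toward inhibition, starting fluorescence score within five deviations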;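 also: score derived from kinetic fluorescence span divided by baseline fluorescence per well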
Numbers without * were called inactive; i = inactive; x = no result given.

SMILES	TRPC4 act	SKKanGAS inh	TRPC6 inh	MrgX1 agonist	MrgX1 antagonist	TRPC4 block	MrgX1 allo act	ANO1 activ	TRPC4 PAM	TRPC6 activator	ANO1 block
COc1cccc(C2=CC(c3cccc(OC)c3OC)n3nnnc3N2)c1 (stereo not given)	i	0	i	i	i	i	i	i	i	i	i
O=C(O)CC(SCC(=O)Nc1ccc(Br)cc1)C(=O)O (stereo not given)	i	-4	i	i	i	i	i	i	i	i	i
COc1ccccc1N1CCN(C(CNS(=O)(=O)c2ccccc2)c2ccccc2)CC1 (stereo not given)	i	5	i	i	i	i	i	i	i	i	i
CC(=O)NC1C(=O)N=C(SCC(=O)NCc2ccccc2)NC1=O (stereo not given)	i	-7	i	i	i	i	i	i	i	i	i
N#CCCn1nnc(-c2ccccc2F)n1	i	-3	i	i	i	i	i	i	i	i	i
COC(=O)C[C@H]1c2cc(C(F)(F)F)ccc2S(=O)(=O)N1C1CCCC1	i	3	i	i	i	x	i	i	i	i	i
COc1ccc(N(C)S(=O)(=O)c2cccc(C(=O)NCC(c3cccs3)N(C)C)c2)cc1 (stereo not given)	i	2	i	i	i	-6*	i	i	i	i	i
COC(=O)c1ccc(N(CC(=O)NCC2CCCO2)C(=O)CCC(=O)Nc2cc(C)on2)cc1 (stereo not given)	i	4	i	i	i	i	i	i	i	i	i
Cc1ccc(/C=N/NC(=O)CNC(=O)c2cccs2)o1	i	-3	i	i	i	i	i	i	i	i	i
COc1ccc(COc2cc(-c3cccc(OC)c3)nc3ccc(NC(=O)c4ccc(C)cc4)cc23)cc1	i	19	i	i	i	i	i	i	i	i	i
CC(=O)Oc1ccc(C(=O)NCCc2ccccc2)cc1	i	-13	i	i	i	i	i	i	i	i	i
CCCN1C(=O)CC(C(=O)OC)=C1C	i	3	i	i	i	i	i	i	i	i	i
Cc1cccc(-n2c(-c3csc4ccccc34)n[nH]c2=S)c1	i	2	i	i	i	i	i	i	i	i	i
COc1ccc(C/C(O)=C(\C#N)c2nc3ccccc3s2)cc1	i	9	i	i	i	i	i	i	i	i	100*
O=C1c2ccccc2C(=O)N1n1cccc1	i	0	i	i	i	i	i	i	i	i	i
CC(C)C(C)NC(=O)COC(=O)C1CCN(S(=O)(=O)c2ccc3c(c2)OCCO3)CC1 (stereo not given)	i	-3	-6.4*	i	i	i	i	i	i	i	i
Cc1ccn2c(C(=O)N/N=C\c3cccs3)c(C)nc2c1	i	1	i	i	i	i	i	i	i	i	i
Cn1c(=O)[nH]c(=O)c2c1nc(CN1CCN(c3ccc(F)cc3)CC1)n2CCc1ccccc1	i	-2	i	i	i	i	i	i	i	i	i
COc1ccc(-n2cccc2/C=C2\C(=N)N3N=C(c4ccco4)SC3=NC2=O)cc1	i	25	i	i	i	i	i	i	i	i	i
O=C(CN1CCN(Cc2ccccc2Cl)C1=O)NCC1CCCO1 (stereo not given)	i	2	i	i	i	i	i	i	i	i	i

Some of these compounds in order of molecular weight, highest first.
SMILES	TRPC4 act	SKKanGAS inh	TRPC6 inh	MrgX1 agonist	MrgX1 antagonist	TRPC4 block	MrgX1 allo act	ANO1 activ	TRPC4 PAM	TRPC6 activator	ANO1 block
COc1ccc(N(C)S(=O)(=O)c2cccc(C(=O)NCC(c3cccs3)N(C)C)c2)cc1 (stereo not given)	i	2	i	i	i	-6*	i	i	i	i	i
COc1ccc(-n2cccc2/C=C2\C(=N)N3N=C(c4ccco4)SC3=NC2=O)cc1	i	25	i	i	i	i	i	i	i	i	i
COC(=O)C[C@H]1c2cc(C(F)(F)F)ccc2S(=O)(=O)N1C1CCCC1	i	3	i	i	i	x	i	i	i	i	i
CC(=O)Oc1ccc(C(=O)NCCc2ccccc2)cc1	i	-13	i	i	i	i	i	i	i	i	i

Next entries:
SMILES	TRPC4 act	SKKanGAS inh	TRPC6 inh	MrgX1 agonist	MrgX1 antagonist	TRPC4 block	MrgX1 allo act	ANO1 activ	TRPC4 PAM	TRPC6 activator	ANO1 block
Cc1cc(NC(=O)c2cc3cccc([N+](=O)[O-])c3[nH]2)ccc1F	i	9	i	i	i	i	i	i	i	i	i
CC(C)NC(=O)C1CCCN(S(=O)(=O)c2ccc(-n3cnnn3)cc2)C1 (stereo not given)	i	-12	i	i	i	i	i	i	i	i	i
Cc1ccccc1N1C(=O)c2cccc3c(N(C)CCO)ccc(c23)C1=O	i	14	i	i	i	i	i	i	i	i	i
Cc1ccc2nc3c(cc2c1)c(NC(=O)C1CCCO1)nn3CC(C)C (stereo not given)	i	12	i	i	i	i	i	i	i	i	i
Cc1cccc(C)c1OCCNC(=O)OCc1ccccc1	i	5	i	i	i	i	i	i	i	i	i
CC(C)CNC(=O)COC(=O)C1c2ccccc2Oc2ccccc21	i	4	i	i	i	i	i	i	i	i	i
CCc1ccc(/C=C/C(=O)c2c(C)cc(C)[nH]c2=O)cc1	i	0	i	i	i	i	i	i	i	i	i
CCCCn1c(=O)[nH]c(=O)c2c1nc(COC(=O)c1c(C)noc1C)n2CCC	i	-3	i	i	i	i	i	i	i	i	i
COc1cc2nc(N(C)CCCNC(=O)C3CCCO3)nc(N)c2cc1OC (stereo not given)	i	-2	i	i	i	i	i	x	i	i	i
O=C(NC1CC2CCCC(C1)N2C(=O)Nc1ccccc1)C1CC1 (stereo not given)	i	24	i	i	i	i	i	i	i	i	i
COc1ccc(N2CCN(c3ncnc4scc(-c5ccc(C)cc5)c34)CC2)cc1	i	2	i	i	i	i	i	i	i	i	i
CCOc1cccc(CNCCCSc2ncccn2)c1	i	-9	i	i	i	i	i	i	i	i	i
COC(=O)[C@@]12CCCCN1[C@H](c1ccc(-c3ccc(F)cc3)c(OC)c1)[C@@H]1C(=O)N(C)C(=O)[C@@H]12	x	x	x	i	i	x	i	i	x	x	i
COc1ccc(NC(=O)c2cc(-c3cc(C)c(C)cc3O)n[nH]2)c(OC)c1	i	8	i	i	i	i	i	i	i	i	i
O=C(COC(=O)c1ccc(Cl)s1)c1cc2ccccc2o1	i	26	i	i	i	i	i	i	i	i	i
CCOC(=O)[C@@H]1[C@H]2COc3ccc(Br)cc3[C@@H]2N2C(=O)N(c3ccccc3)C(=O)[C@]12C	i	-4	i	i	i	i	i	i	i	i	i
O=C(CNC(=O)c1ccccc1)NCC1COc2ccccc2O1 (stereo not given)	i	-6	i	i	i	i	i	i	i	i	i
CC(=O)c1c(C)[nH]c(C(=O)CN2C(=O)NC(C)(c3ccc4c(c3)OCCO4)C2=O)c1C (stereo not given)	i	12	i	i	i	i	i	i	i	i	i
O=C1CC(c2cccc(Br)c2)C2=C(CCCC2=O)N1 (stereo not given)	i	1	i	i	i	i	i	i	i	i	i
O=c1[nH]nc(SCc2ccccc2)c(=O)[nH]1	i	1	i	i	i	i	i	i	i	i	i
Nc1ccccc1SC(C[N+](=O)[O-])c1ccccc1 (stereo not given)	i	-7	i	28*	i	i	i	i	i	i	i
CC(NC(=O)c1cc2ccccc2o1)c1cccs1 (stereo not given)	i	-9	i	i	i	i	i	i	i	i	i
Cc1c(CC(=O)NCCCC(=O)O)c(=O)oc2cc3occ(-c4ccccc4)c3cc12	i	7	i	i	i	i	i	i	i	i	i
CS(=O)(=O)N1CC(C(=O)NC2CC2)Oc2ccc(Cl)cc21 (stereo not given)	i	6	i	i	i	i	i	i	i	i	i
c1ccc(-n2ncc3c(N4CCC5(CC4)OCCO5)ncnc32)cc1	i	-9	-7.7*	i	i	i	i	i	i	i	i
COc1ccc(-c2cc(-c3ccccc3)nc(N3CCCC3)n2)cc1OC	i	4	i	i	i	i	i	i	i	i	i
Cc1ccccc1C(=O)N1CCCC(CCC(=O)N2CCN(c3ccccn3)CC2)C1 (stereo not given)	i	-2	i	i	i	i	i	i	i	i	i
O=C1NC(=Nc2cccnc2)S/C1=C/c1ccc(F)cc1	i	4	i	i	i	i	i	i	i	i	i
CS(=O)(=O)N(Cc1ccc(Cl)cc1)c1ccc(C(=O)N2CCN(c3ccccc3)CC2)cc1	i	4	i	i	i	i	i	i	i	i	i
O=C(Cc1ccc([N+](=O)[O-])cc1)N1N=C(c2ccncc2)CC1(O)C(F)(F)F (stereo not given)	i	0	i	i	i	i	i	i	i	i	i
COc1ccc(OCC(=O)NCCCN2CCOCC2)cc1	i	6	i	i	i	i	i	i	i	i	i
COCCNC(=O)Nc1ccc2nc(-c3cccs3)c(-c3cccs3)nc2c1	i	0	i	i	i	i	i	i	i	i	i
CCO/N=C(/C)c1c(O)cc(C(C)(C)C)n(-c2ccccc2)c1=O	i	-3	i	i	i	i	i	i	i	i	i
COc1cccc(N2CC(C)Cn3c2nc2c3c(=O)[nH]c(=O)n2C)c1 (stereo not given)	i	5	i	i	i	i	i	i	i	i	i
COc1ccccc1C(CNC(=S)NCc1ccccc1)N1CCCC1 (stereo not given)	i	-1	i	i	i	i	i	i	i	i	i
CCN(CC)S(=O)(=O)c1ccc2c(c1)nc(CCC(=O)Nc1ccccc1Cc1ccccc1)n2CC	i	-2	i	i	i	i	i	i	i	i	i
O=C(NCCc1ccccc1)C1CCCN1C(=O)NCc1ccccc1 (stereo not given)	i	-5	i	i	i	i	i	i	i	i	i
COC(=O)C1C(=O)C=C(N2CCOCC2)CC1(C)C (stereo not given)	i	-1	i	i	i	i	i	i	i	i	i
O=C(NCc1ccccc1)C1=C[C@H](c2ccc3c(c2)OCO3)C[C@H](OCCCCO)O1	i	2	i	i	i	i	i	i	i	i	i
COc1ccc(CCNC(=O)CSc2nn3c(=O)c(C)nnc3s2)cc1OC	i	-1	i	i	i	i	i	i	i	i	i
O=C(NC(=S)Nn1cnc2c(cnn2-c2ccccc2)c1=O)c1ccccc1	i	9	i	i	i	i	i	i	i	i	i
CCCC(=O)N(Cc1cc(=O)[nH]c2ccccc12)c1cccc(C)c1	i	4	i	i	i	i	i	x	i	i	i
COCCCNC(=S)N/N=C/c1ccc(OC)c(Br)c1	i	-2	i	i	i	i	i	i	i	i	i
